TRPC4 agonist: TRPC4 (mouse) channel activation. actives 0.49% (n = 310,000). AID 2237. HEK293 TRPC4beta/mu-opioid, Fluo4 calcium fluorescence; hits give high values. B-score at 10 µM. Q9QUQ5;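 active = B-score above 5 SD of library B-scores, and initial fluorescence ratio not above library mean plus 5 SD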;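 also: positive B-score marks a calcium rise read as TRPC4 activation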
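Assay system – TRPC4beta and mu-opioid receptor HEK293 stable cells · Measured by – Fluo4 fluorescence, kinetic · Schedule – dye loading 45 min room temperature, 110 s kinetic read · Read-out – B-scored integrated calcium fluorescence ratio · Controls – buffer and maximal DAMGO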
RGS4 block: inhibitors of human RGS4 | B-score at 10 µM | HEK293 M3R/RGS4 inducible, Fluo-4 calcium flux; hits give high values; triggered by carbachol at its EC20 | actives 0.45% (n = 310,000);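 active = B-score, a plate-corrected calcium signal, over three deviations above library mean, with baseline fluorescence within five deviations of library mean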;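 also: RGS4 expression induced by doxycycline in cells with stable M3 receptor; B-score is computed from the integrated fluorescence ratio over baseline after carbachol; higher B-score means a larger calcium signal and so more RGS4 inhibition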
MrgX1 allo act: human MrgX1 positive allosteric modulation, primary screen | B-score at 10 µM | MrgX1-HEK293, Fluo-4 calcium flux, FDSS; hits give high values | actives 0.63% (n = 310,000) | AID 588675 | Q96LB2;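 active = plate-corrected calcium response at least 3 library SD above typical, normal starting fluorescence, not activating the receptor alone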;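 also: compound read alongside a low EC10 to EC30 dose of BAM8-22 agonist; peak minus trough fluorescence over baseline measured at the second addition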
TRPC4 PAM: TRPC4 (mouse) allosteric potentiation | HEK293 TRPC4beta/mu-opioid, DAMGO EC20, Fluo-4 Ca2+ flux; hits give high values | Q9QUQ5 | B-score at 10 µM | actives 0.42% (n = 310,000);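 active = B-score of calcium response area above 5 SD of library B-scores, with initial fluorescence ratio within 5 SD of library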;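 also: B-score of integrated fluorescence ratio over time as area under calcium response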
TRPC6 inh: mouse TRPC6 channel inhibition. Q61143. HEK293-TRPC6, membrane potential dye, ACh-evoked depolarization; hits give low values. B-score at 10 µM. actives 1.1% (n = 310,000);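 active = B-score under library mean minus 3 SD, initial fluorescence not abnormally high, positive integrated signal ratio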;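 also: B-score derived from integrated fluorescence ratio over the kinetic read; more negative B-score means stronger inhibition of depolarization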
TRPC4 inh: inhibitors of mouse TRPC4 channel; AID 2247; Q9QUQ5; HEK293 TRPC4beta/mu-opioid, DAMGO-evoked Fluo4 calcium flux; hits give low values; actives 0.39% (n = 300,000); B-score at 10 µM;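 active = B-score over 3 SD under the library average, no early fluorescence shift, positive overall ratio signal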
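Signal: kinetic Fluo4 fluorescence imaging of calcium influx. Material: stable TRPC4beta/mu-opioid receptor HEK293 cells. Probe or stimulus: DAMGO in two steps, submaximal then maximal.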
MrgX1 ag: agonists of human MrgX1 receptor. Q96LB2. MrgX1-HEK293 cells, Fluo-4 calcium fluorescence, agonist mode; hits give high values. actives 0.44% (n = 310,000). B-score at 10 µM;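 active = calcium response B-score plate-corrected fluorescence ratio at least 3 library SD, with starting fluorescence B-score inside 5 SD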
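Material – MrgX1-expressing HEK293 cells · Input – 15,000 cells seeded per well · Dosing – compound as first of three additions · Times – overnight seeding, then 1 h dark dye loading · Measured by – kinetic Fluo-4 NW fluorescence of intracellular calcium · Read-out – B-scored fluorescence response ratio · Benchmarks – positive and negative control wells on each plate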
MrgX1 antagonist: antagonists of human MrgX1 receptor; Q96LB2; MRGX1-HEK293 calcium flux, Fluo-4, BAM8-22 antagonism; hits give low values; B-score at 10 µM; actives 1.3% (n = 310,000);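 active = calcium-response B-score plate-corrected more than 3 library SD below zero, starting fluorescence within 5 deviations, no agonist response on first addition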;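 also: peak minus trough fluorescence over baseline after final BAM8-22 challenge near maximal dose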
TMEM16A act: activates or potentiates the mouse TMEM16A chloride channel. B-score at 10 µM. actives 0.3% (n = 340,000). HEK293 TMEM16A/YFP-H148Q/I152L, iodide quench fluorescence; hits give low values. AID 623877;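 active = fluorescence-ratio B-score plate-corrected deviation score at least 3 library SD below zero, with starting fluorescence score within 5 deviations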;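 also: channel opened by trigger with iodide after compound preincubation; score built on the fluorescence ratio of max minus min over baseline; more negative score means more quench and so TMEM16A activation or potentiation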
Target sequence (Q8BHY3 whole entry, looked up): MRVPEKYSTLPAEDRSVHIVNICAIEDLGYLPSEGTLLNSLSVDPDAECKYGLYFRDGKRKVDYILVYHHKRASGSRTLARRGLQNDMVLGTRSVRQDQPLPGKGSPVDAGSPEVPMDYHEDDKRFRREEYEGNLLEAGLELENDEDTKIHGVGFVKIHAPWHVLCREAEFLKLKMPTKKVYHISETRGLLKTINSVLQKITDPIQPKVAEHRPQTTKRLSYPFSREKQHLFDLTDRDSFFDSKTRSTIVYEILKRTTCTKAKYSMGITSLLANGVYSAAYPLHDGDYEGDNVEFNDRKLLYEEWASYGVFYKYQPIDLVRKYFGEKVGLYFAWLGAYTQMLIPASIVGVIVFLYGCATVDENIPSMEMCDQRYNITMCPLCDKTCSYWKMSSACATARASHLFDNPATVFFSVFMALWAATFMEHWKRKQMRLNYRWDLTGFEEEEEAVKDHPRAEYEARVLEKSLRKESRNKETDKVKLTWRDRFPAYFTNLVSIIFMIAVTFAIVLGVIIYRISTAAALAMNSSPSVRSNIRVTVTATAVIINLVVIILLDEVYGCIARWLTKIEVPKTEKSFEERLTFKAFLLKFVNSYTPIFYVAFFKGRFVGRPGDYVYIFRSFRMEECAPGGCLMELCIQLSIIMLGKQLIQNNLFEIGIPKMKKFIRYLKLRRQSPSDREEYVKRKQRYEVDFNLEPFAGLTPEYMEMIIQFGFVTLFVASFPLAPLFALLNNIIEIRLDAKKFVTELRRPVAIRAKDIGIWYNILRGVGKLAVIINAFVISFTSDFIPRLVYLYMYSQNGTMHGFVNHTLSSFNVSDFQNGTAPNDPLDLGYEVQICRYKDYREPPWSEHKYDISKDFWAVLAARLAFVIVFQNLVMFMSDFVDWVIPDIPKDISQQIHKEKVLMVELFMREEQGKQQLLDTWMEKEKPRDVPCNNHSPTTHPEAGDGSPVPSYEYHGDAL
TRPC6 activator: activates the mouse TRPC6 cation channel; B-score at 10 µM; AID 2550; HEK293-TRPC6 membrane potential dye fluorescence; hits give high values; actives 0.13% (n = 310,000);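 active = B-score of the integrated fluorescence ratio above library mean plus 3 SD, and starting fluorescence ratio within library mean plus 5 SD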;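 also: higher score means more depolarization so channel activation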
TMEM16A inh: blocks the mouse calcium-activated chloride channel TMEM16A; Q8BHY3; HEK293 TMEM16A/YFP iodide influx fluorescence, ionomycin; normalized B-score (activity score, 25-100; higher = stronger inhibition) at 10 µM; actives 1.2% (n = 310,000); AID 588511;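 active = ratio plate-corrected score three or more library SD toward inhibition, starting fluorescence score within five deviations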;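 also: score derived from kinetic fluorescence span divided by baseline fluorescence per well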
Numbers without * were called inactive; i = inactive. An unsorted share of the library; about 5.8% have a hit in one of these screens.

Values run as follows: TRPC4 agonist, RGS4 block, MrgX1 allo act, TRPC4 PAM, TRPC6 inh, TRPC4 inh, MrgX1 ag, MrgX1 antagonist, TMEM16A act, TRPC6 activator, TMEM16A inh
Fc1cccc(CNCC2CCCO2)c1 (configuration not stated)
    i, i, i, i, i, i, i, i, i, i, i
O=C(CC1C(=O)NCCN1Cc1ccccc1C(F)(F)F)NCCc1ccccn1 (configuration not stated)
    116*, i, i, i, i, i, i, i, i, i, i
O=C(Cc1ccccc1[N+](=O)[O-])N1CCN(c2ccccc2F)CC1
    i, i, i, i, i, i, i, i, i, i, i
COCCn1c(SCC(=O)NNC(=O)Cc2ccccc2)nc2ccccc2c1=O
    i, i, i, i, i, i, i, i, i, i, i
N#C/C(=C\c1ccco1)C(=O)NCC1CCCO1 (configuration not stated)
    i, i, i, i, i, i, i, i, i, i, i
CC(NC(=O)C1CCCN(S(=O)(=O)c2cnc[nH]2)C1)c1ccccc1 (configuration not stated)
    i, i, i, i, i, i, i, i, i, i, i
COc1ccc(-c2nc3ncccn3c2Br)cc1
    i, i, i, i, i, i, i, i, i, i, i
OCCC1CN(Cc2ccc3c(c2)CCO3)CCN1C1CCCC1 (configuration not stated)
    i, i, i, i, i, i, i, i, i, i, i
O=C(C1CC1)N1CCC(c2nc(-c3ccc(S(=O)(=O)N4CCCC4)cc3)no2)CC1
    i, i, i, i, i, i, i, i, i, i, i
COCCOCC(O)CN1CCN(c2ccccc2)CC1 (configuration not stated)
    i, i, i, i, i, i, i, i, i, i, i
Cc1ccc(N(C(=O)CS(=O)CC(=O)Nc2ccc(F)cc2)C(C(=O)NC2CCCCC2)c2ccco2)cc1 (configuration not stated)
    i, i, i, i, i, i, i, i, i, i, i
COc1cccc(CNC(=O)C2CCN(S(=O)(=O)N3CCCCC3)CC2)c1
    i, i, i, i, i, i, i, i, i, i, i
CC(C)(C)NC(=O)NC(=O)CN1CCN(c2ccc(O)cc2)CC1
    i, i, i, i, i, i, i, i, i, i, i
Cc1ccc2oc(C(=O)N3CCN(Cc4ncccc4C)CC3)c(C)c2c1
    i, i, i, i, i, i, i, i, i, i, i
CC(=O)c1sc(NC(=O)c2cnc(Cl)c(Cl)c2)nc1C
    i, i, i, i, i, i, i, i, i, i, i
Cc1cc2c(c(=O)n1Cc1cccnc1)C(c1ccc(F)cc1)C(C#N)=C(N)O2 (configuration not stated)
    i, i, i, i, i, i, i, i, i, i, i
Cc1ccc2[nH]c(=O)c(CN(CC3CCCO3)C(=S)NCc3ccco3)cc2c1 (configuration not stated)
    i, i, i, i, i, i, i, i, i, i, i
CCOC(=O)c1ccc(Oc2nc(NC)nc(OC)n2)cc1
    i, i, i, i, i, i, i, i, i, i, i
Cc1ccc(C(=O)OCC(=O)c2cc(C)n(CC3CCCO3)c2C)cc1 (configuration not stated)
    i, i, i, i, i, i, i, i, i, i, i
O=C(NCCc1ccccc1Cl)C1CCN(S(=O)(=O)c2cccs2)CC1
    i, i, i, i, i, i, i, i, i, i, i
Cc1cc(S(=O)(=O)N2CC(=O)N(CCc3ccccc3)C(=O)C2)ccc1F
    i, i, i, i, i, i, i, i, i, i, i
Cc1cc2nc(-c3ccc[nH]c3=O)n(Cc3ccc(F)cc3)c2cc1C
    i, i, i, i, i, i, i, i, i, i, i
CCNc1nc(NCC)n2c(SCC(=O)O)nnc2n1
    i, i, i, i, i, i, i, i, i, i, i
O=c1cc(CN2CC(O)Cc3ccc4ccccc4c32)nc2sccn12 (configuration not stated)
    i, 5.97*, i, i, i, i, i, i, i, i, i
Cc1ccc(S(=O)(=O)N(C)C)cc1NC(=O)COC(=O)CCC1CCCCC1
    i, i, i, i, i, i, i, i, i, i, i
COc1ccc(C(=O)N/C(=C\c2ccc3c(c2)OCO3)C(=O)Nc2ccc(C(=O)O)cc2)cc1
    i, i, i, i, i, i, i, i, i, i, i
Cc1c(C(=O)N2CCC(C)CC2)cccc1[N+](=O)[O-]
    i, i, i, i, i, i, i, i, i, i, i
CCOC(=O)C1CCCN(C(=O)COc2ccccc2F)C1 (configuration not stated)
    i, i, i, i, i, i, i, i, i, i, i
CC(C)c1ccc(/C=C/C(=O)N2CCc3ccccc3C2)cc1
    i, i, i, i, i, i, i, i, i, i, i
O=C(OCn1nnc2ccccc2c1=O)c1ccc(N2CCOCC2)c([N+](=O)[O-])c1
    i, i, i, i, i, i, i, i, i, i, i
S=C1NC2(CCCCC2)N=C1c1ccccc1
    i, i, i, i, i, i, i, i, i, i, i
O=C(Cn1cnc([N+](=O)[O-])n1)N/N=C/c1cccc2ccccc12
    i, i, i, i, i, i, i, i, i, i, i
CCOC(=O)c1nn(-c2ccccc2)cc1O
    i, i, i, i, i, i, i, i, i, i, i
Cc1csc(=O)n1CC(=O)OCC(=O)Nc1cc([N+](=O)[O-])ccc1Cl
    i, i, i, i, i, i, i, i, i, i, i
Cc1ccc(S(=O)(=O)N2CCOCC2)cc1NC(=O)COC(=O)C1=COCCO1
    i, i, i, i, i, i, i, i, i, i, i
COc1ccc(OCCOc2ccccc2[N+](=O)[O-])cc1
    i, i, i, i, i, i, i, i, i, i, i
O=C(CSc1ncn[nH]1)Nc1ccc(OCc2ccccc2)cc1
    i, i, i, i, i, i, i, i, i, i, i
CCOc1ccc2nc(N3CCCC(C(=O)N4CCN(CC)CC4)C3)sc2c1 (configuration not stated)
    i, i, i, i, i, i, i, i, i, i, i
O=C(O)c1ccccc1C(=O)NC1CCCCNC1=O (configuration not stated)
    i, i, i, i, i, i, i, i, i, i, i
CCOc1cc2c(cc1/C=C/C(=O)O)OC(C)C2 (configuration not stated)
    i, i, i, i, i, i, i, i, i, i, i
Cc1nn(Cc2ccccc2)c(Cl)c1C(=O)OCC(=O)NC(=O)NC12CC3CC(CC(C3)C1)C2
    i, i, i, i, i, i, i, i, i, i, i
Cc1sc2nc(COC(=O)c3c(F)cccc3F)[nH]c(=O)c2c1C
    i, i, i, i, i, i, i, i, i, i, i
O=C(NCc1ccccc1Cl)C1CCC(=O)N(C2CCCC2)C1 (configuration not stated)
    i, i, i, i, i, i, i, i, i, i, i
O=C(CN1CCN(Cc2ccccc2)CC1)Nc1cccc(Cl)c1
    i, i, i, i, i, i, i, i, i, i, i
CCCNc1c(NS(=O)(=O)c2ccc(C)c(C)c2)c(=O)oc2ccccc12
    i, i, i, i, i, i, i, i, i, i, i
COc1ccc(-c2nc(CSCC(=O)NCc3ccco3)c(C)o2)cc1
    i, i, i, i, i, i, i, -5.41*, i, i, 100*
COC(=O)CN(c1cccc(F)c1)S(C)(=O)=O
    i, i, i, i, i, i, i, i, i, i, i
Clc1ccc(OCc2nc(-c3ccccn3)no2)c(Br)c1
    i, i, i, i, i, i, i, i, i, i, i
CC(NC(=O)C1CCN(S(=O)(=O)c2ccc3c(c2)NC(=O)CO3)CC1)c1ccccc1 (configuration not stated)
    i, i, i, i, i, i, i, i, i, i, i
O=c1[nH]n2c(=O)c3c([nH]c2c1N=Nc1cccc(C(F)(F)F)c1)CCCC3
    i, i, i, i, i, i, i, i, i, i, i

(more compounds)
Values run as follows: TRPC4 agonist, RGS4 block, MrgX1 allo act, TRPC4 PAM, TRPC6 inh, TRPC4 inh, MrgX1 ag, MrgX1 antagonist, TMEM16A act, TRPC6 activator, TMEM16A inh
Cc1ccc(NC(=O)N2CCC(O)(c3cccnc3)CC2)cc1
    i, i, i, i, i, i, i, i, i, i, i
CCOC(=O)C1=C(CS(=O)(=O)c2ccccc2)NC(=O)NC1c1ccccc1OCC (configuration not stated)
    i, i, i, i, i, i, i, i, i, i, i
CCC(NC(=O)c1cc(COc2ccc(C)nc2)on1)c1ccc(C)cc1 (configuration not stated)
    i, i, i, i, i, i, i, i, i, i, i
CCCSCCCNC(=O)c1ccc(C)c(NC(=O)C2=C(C)OCCS2)c1
    i, i, i, i, i, i, i, i, i, i, i
CC(C)(C)c1ccc(-n2ncc3c2CCCC3NC(=O)c2csnn2)cc1 (configuration not stated)
    i, i, i, i, i, i, i, i, i, i, i
O=C(O)c1ccc(NCc2ccncc2)cc1
    i, i, i, i, i, i, i, i, i, i, i
S=C(NCCCn1ccnc1)Nc1cccc(Cl)c1
    i, i, i, i, i, i, i, i, i, i, i
CCN(c1ccccc1)S(=O)(=O)c1nnc(NC(=O)CC(C)C)s1
    i, i, i, i, i, i, i, i, i, i, i
CCOc1cc(C#N)c(NC(=O)c2ccco2)cc1OCC
    i, i, i, i, i, i, i, i, i, i, i
CC1(C)C(=O)OC(c2cccs2)C(C)(C)C1=O (configuration not stated)
    i, i, i, i, i, i, i, i, i, i, i
O=C(NC(=S)Nn1cnc2c(cnn2-c2ccccc2)c1=O)c1ccc(Cl)cc1
    i, i, i, i, i, i, i, i, i, i, i
CC1CC(C)CN(CCCNC(=O)c2ccc3c(SCC(=O)O)c4c(nc3c2)CCC4)C1 (configuration not stated)
    76*, i, i, i, i, i, i, i, i, i, i
Cc1[nH]c2ccccc2c1C(=O)COC(=O)C1CC(=O)N(Cc2ccco2)C1 (configuration not stated)
    i, i, i, i, i, i, i, i, i, i, i
Cn1c(SCC(=O)c2ccccc2)nnc1-c1cccs1
    i, i, i, i, i, i, i, i, i, i, i
CCCSc1nc2c(c(=O)n(C)c(=O)n2C)n1Cc1ccc(C)cc1
    i, i, i, i, i, i, i, i, i, i, i
O=C(Nc1nc2ccccc2s1)c1ccc(F)cc1
    i, i, i, i, i, i, i, i, i, i, i

High-throughput results deposited in PubChem by Johns Hopkins Ion Channel Center.
